# High-throughput results deposited in PubChem by National Center for Advancing Translational Sciences (NCATS).
# N370S GC mod: inhibits or activates N370S mutant glucocerebrosidase; P04062; N370S GC spleen homogenate, 4MU-glucoside fluorescence; Potency, µM (doses to about 59.4 µM), for the others: at the highest dose activity change, negative = inhibition, most hits filed as inhibitors; 330,000 compounds, 0.092% hits; AID 2101;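 note: 0% = full enzyme activity and -100% = no enzyme basal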
# GCN5L2 inh: GCN5L2 (KAT2A) acetyltransferase inhibition | Q92830 | Potency, µM (titrated, usually from 58.9 µM), for the others: top-dose activity change, negative = inhibition, hits mostly inhibitors | GCN5L2 HAT assay, ThioGlo1 CoA-SH fluorescence | 390,000 compounds, 0.21% hits
# Target sequence (Q92830 whole entry, looked up): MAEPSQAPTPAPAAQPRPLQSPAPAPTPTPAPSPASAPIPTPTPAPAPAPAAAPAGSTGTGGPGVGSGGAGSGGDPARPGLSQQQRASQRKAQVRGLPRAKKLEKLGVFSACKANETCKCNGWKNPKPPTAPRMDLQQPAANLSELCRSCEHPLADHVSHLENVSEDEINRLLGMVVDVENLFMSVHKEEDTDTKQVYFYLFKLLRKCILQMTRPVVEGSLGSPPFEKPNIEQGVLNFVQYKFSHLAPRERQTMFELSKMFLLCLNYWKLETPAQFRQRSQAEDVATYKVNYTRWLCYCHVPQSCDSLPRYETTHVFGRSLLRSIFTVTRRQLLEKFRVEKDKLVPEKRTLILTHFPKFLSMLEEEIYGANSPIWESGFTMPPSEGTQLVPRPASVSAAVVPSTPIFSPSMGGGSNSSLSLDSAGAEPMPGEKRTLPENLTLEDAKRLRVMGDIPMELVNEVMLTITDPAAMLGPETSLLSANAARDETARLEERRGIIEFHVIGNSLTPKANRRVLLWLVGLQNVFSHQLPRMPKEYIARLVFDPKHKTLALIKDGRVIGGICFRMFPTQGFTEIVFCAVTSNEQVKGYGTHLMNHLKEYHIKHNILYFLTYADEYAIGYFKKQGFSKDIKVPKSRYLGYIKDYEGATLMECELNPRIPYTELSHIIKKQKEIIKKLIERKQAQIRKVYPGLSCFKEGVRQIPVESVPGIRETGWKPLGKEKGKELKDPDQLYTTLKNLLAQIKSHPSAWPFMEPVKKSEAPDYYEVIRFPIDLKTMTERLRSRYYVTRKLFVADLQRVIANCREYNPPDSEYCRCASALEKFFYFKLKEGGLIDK
#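 ThioGlo1-coupled HAT assay: 20nM GCN5L2, 70uM acetyl-CoA, 75uM H3(1-25) peptide, pH 7.5. Fluorescence read at 340/540nm at start and after 20 min at room temperature.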
# FEN1 inh: blocks human flap endonuclease 1. Potency, µM (doses to about 114 µM), for the others: at the highest dose activity change, negative = inhibition, usual class: inhibitors. P39748. AID 588795. 390,000 compounds, 0.35% hits. Recombinant FEN1 flap cleavage, fluorescence, 15 min; note: nearly all actives have a fitted effect of over 65% in size
#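 Potency values derive from four-parameter Hill fits of normalized qHTS data. The reaction used 10 nM FEN1 preincubated 15 min at room temperature with compound, then 50 nM DNA substrate, read at 0 and 15 min.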
# * marks the source's active call; other numbers are inactive results; ? = inconclusive; / = no result given; & = joins results of further samples; [ ] = another dose, or the depositor's remark. Calls come from the whole dose curve; as a rule, active = well fitted curve in the direction sought with a large enough effect; inconclusive = small, poorly fitted or top-dose-only effect, or another doubt; inactive = no such curve, though single readings can be large; an effect the other way counts as inactive or inconclusive. Unless noted, % is set by controls: 0 for no effect and ±100 for the full control effect; potency is the fitted concentration of half-maximal effect.
SMILES,N370S GC mod,GCN5L2 inh,FEN1 inh
COc1ccc(-c2nc(CS(=O)CC(=O)NCc3ccc(Cl)cc3)c(C)o2)cc1 (stereo not drawn),9%,-11%,-21%
O=C(COC(=O)C1CCCCC1)NCCc1ccccc1,-1%,-3%,16%
CCOC(=O)C1CCCN(C2CC(=O)N(c3cccc(C(F)(F)F)c3)C2=O)C1 (stereo not drawn),5%,1%,4%
COc1ccc(Cn2ccc3nc(C)c(C(=O)NCc4ccc(C)cc4)cc3c2=O)cc1,/,1%,4%
Cc1onc(-c2ccccc2Cl)c1C(=O)Nc1ccc(Cl)cn1,12%,-25%,-13%
Cc1ccc(S(=O)(=O)/C(C#N)=C/c2c(N3CCC(C(N)=O)CC3)nc3ccccn3c2=O)cc1,8%,-9%,-8%
COc1ccc(CN(C)C2c3ccccc3-c3ccccc32)cc1,-2%,0%,-5%
CS(=O)(=O)Nc1cccc(-c2ccc3ncnc(NC4CCNCC4)c3c2)c1,-2%,-18%,/
O=C(O)CNC(=O)CC1S/C(=N/N=C/c2ccccc2O)NC1=O (stereo not drawn),-11%,-5%,-7%
COc1ccc(C)cc1-n1nnnc1SC(C)C(=O)NC1CCCC1 (stereo not drawn),/,-7%,12%
O=C(CN1C(=O)NC2(CCCC2)C1=O)NNC(=O)c1ccc(Br)cc1,?,-3%,5%
CCOc1ccccc1N(CC(=O)NCC1CCCO1)C(=O)CNS(=O)(=O)c1ccccc1 (stereo not drawn),-2%,-6%,6%
CC(=O)Nc1ccc(S(=O)(=O)N2CCC(NC(=O)c3ccco3)CC2)cc1,-15%,-11%,8%
O=C(Cn1ncc2ccsc2c1=O)N1CCN(c2ccccc2F)CC1,/,1%,-2%
COc1cccc(NC(=O)CN(C)C(=O)CSCc2nc3scc(-c4cccs4)c3c(=O)[nH]2)c1,-14%,-3%,-16%
CN1CCN(S(=O)(=O)c2cccc(C(=O)N(C)CC(=O)Nc3ccc(F)c(F)c3F)c2)CC1,3%,-2%,-6%
Cc1nn(C(=O)N(C)C)c(C)c1CN1C(=O)c2ccccc2C1=O,-6%,2%,6%
CSc1nsc(SC)c1NC(=O)OCC1CCCO1 (stereo not drawn),-10%,-5%,8%
CCOc1cc(-c2nnc(SCC(=O)Nc3ccc(F)c(F)c3)nc2-c2ccc(OC)c(OCC)c2)ccc1OC,/,-8%,0%
CC(C)CN1C(=O)CC(Sc2ccccc2C(=O)O)C1=O (stereo not drawn),-23%,-7%,1%
CC1=C(C#N)C2C(/C1=N/O)C2(C)C (stereo not drawn),2%,4%,0%
O=C(COC(=O)/C=C/c1ccco1)NCCc1ccccc1,-1%,-2%,-2%
COC(=O)c1sc(SC)c(S(=O)(=O)C(C)C)c1N/N=C(\C#N)S(=O)(=O)c1ccccn1,-1%,0%,0%
COc1cccc(CNC(=O)c2cc(S(=O)(=O)N3CCCCC3)c[nH]2)c1,-8%,0%&-1%,-10%&15%
COc1ccc(-c2noc(N3CCN(c4cccc(C)c4C)CC3)n2)cc1OC,/,-14%,-10%
Cc1ccc(NC(=S)NC2CCSc3ccccc32)cc1C (stereo not drawn),25%,-19%,-1%
Cn1c(Oc2ccc(F)cc2)nc2c1c(=O)n(Cc1ccccc1Cl)c(=O)n2C,/,0%,-20%
COc1ccc(NC(=O)CCCc2nc3ccccc3c(=O)[nH]2)cc1Cl,/,3%,-3%
COC(=O)[C@H](Cc1ccccc1)NC(=O)c1cc(COc2c(F)cccc2F)on1,8%,-5%,1%
O=C(N/C(=C/c1cccs1)C(=O)N1CCOCC1)c1cccs1,4%,-4%,2%

# Shown field by field: four of the compounds above.
> Cn1c(Oc2ccc(F)cc2)nc2c1c(=O)n(Cc1ccccc1Cl)c(=O)n2C
  N370S GC mod = /
  GCN5L2 inh = 0%
  FEN1 inh = -20%

> COc1ccc(NC(=O)CCCc2nc3ccccc3c(=O)[nH]2)cc1Cl
  N370S GC mod = /
  GCN5L2 inh = 3%
  FEN1 inh = -3%

> COC(=O)[C@H](Cc1ccccc1)NC(=O)c1cc(COc2c(F)cccc2F)on1
  N370S GC mod = 8%
  GCN5L2 inh = -5%
  FEN1 inh = 1%

> O=C(N/C(=C/c1cccs1)C(=O)N1CCOCC1)c1cccs1
  N370S GC mod = 4%
  GCN5L2 inh = -4%
  FEN1 inh = 2%

# Following part:
SMILES,N370S GC mod,GCN5L2 inh,FEN1 inh
CCOc1ccc(N=C2Sc3nc4ccc(C)cc4cc3CN2CCOC)cc1,5%,-8%,-16%
Cc1cc(=O)[nH]c(SCC(=O)c2c(N)n(C)c(=O)n(C)c2=O)n1,2%,-6%,-2%
CN1CCN(C(CNC(=O)C(=O)Nc2ccccc2)c2ccc3c(c2)OCO3)CC1 (stereo not drawn),/,-4%,-7%
N#C/C(=C\c1ccc(OCCN2CCOCC2)cc1)C(=O)Nc1ccc(S(N)(=O)=O)cc1,-4%,-9%,17%
CCCCn1c(N)c(N(CC(C)C)C(=O)c2cnc(C)cn2)c(=O)[nH]c1=O,-1%,-13%,2%
COC(=O)[C@]1(C)CCC[C@@]2(C)C3CC[C@@]4(C)C[C@]3(CCC21)CC(=O)N4 (stereo partly drawn),/,-7%,-8%
O=C(NCCN1CCOCC1)/C(=C/c1ccccc1)NC(=O)c1ccccc1,3%,-2%,4%
CC1CN(Cc2nc3c(c(=O)n(C)c(=O)n3C)n2Cc2cccc(Cl)c2)CC(C)O1 (stereo not drawn),5%,1%,0%
CCC(=O)Nc1ccc(NC(=O)c2ccc3ccccc3c2)cc1,-1%,-1%,9%
COc1ccc(Cn2cc([N+](=O)[O-])nc2C)cc1[N+](=O)[O-],1%,1%,3%
COc1ccc(-c2nnc(NC(=O)c3ccc([N+](=O)[O-])o3)o2)c(OC)c1,-2%,?,4%
CCS(=O)(=O)C1=NN2C(=N)/C(=C\c3ccc(OC(=O)c4ccco4)c(OC)c3)C(=O)N=C2S1,-17%,-26%,-8%
CC(=O)OCC(=O)NCCCOc1cccc(CN2CCCCC2)c1,/,-4%,0%
Cc1cc(NS(=O)(=O)c2ccc(Nc3nc(-c4sc(N)nc4C)cs3)cc2)no1,-8%,-7%,56µM*
Cc1cc2cc(CNC(=S)Nc3ccc(OC(F)(F)F)cc3)ccc2n1C,-2%,2%,-29%
Cc1cc(SCC(=O)NC(=O)NCc2ccco2)nc2ccccc12,16%,-9%,11%
CC(CCc1ccccc1)NC(=O)CCNC(=O)c1ccccc1Cl (stereo not drawn),/,-1%,-17%
O=C(NCCS(=O)c1ccc(Cl)cc1)c1cccc(Cl)c1 (stereo not drawn),2%,-7%,-12%
CC(C)C1C(C#N)=C(N)SC(N)=C1C#N,-4%,-26%,-6%
Nc1nc2c3ccccc3nc(C3CC3)n2n1,1%,-8%,1%
CCn1nc(CC(=O)O)c2ccccc2c1=O,4%,0%,7%
CN(Cc1ccccc1)C(=O)c1nc2ccccn2c1CN1CCc2sccc2C1,-9%,-15%,-5%
CC1(OC(=O)C2CCCC2)C(=O)C=C2C=C(c3ccsc3)N(CC3CC3)C=C2C1=O (stereo not drawn),-16%[12.8 µM],-15%,0%
COc1ccc(C)cc1NC(=O)COC(=O)c1ccc2ccccc2n1,/,-1%,-28%
CN(CC(=O)N1CCCCCC1)S(=O)(=O)c1ccc(Br)cc1,-1%,-5%,-2%
COc1ccc(CC(=O)OCC(=O)Nc2ncc(Cl)c(C)c2Cl)cc1,-11%,-11%,-7%
Cc1cc(C)c(C(=O)COC(=O)C2CC3CCCC(C2)C3=O)c(C)c1 (stereo not drawn),-16%,-10%,-1%
c1ccc(CNc2ccnc(-c3ccoc3)n2)cc1,?,-4%,/
O=C(O)c1ccc(N2C(=O)CC(Cc3ccccc3)C2=O)cc1 (stereo not drawn),2%,-2%,0%
CCOC(=O)Cn1c(=O)n(CC2CCCO2)c2nc(-c3ccc(C)cc3)nc(C(N)=O)c21 (stereo not drawn),/,-8%,8%
Cc1cc(C(=O)N/N=C/c2ccc([N+](=O)[O-])s2)n[nH]1,-3%,-14%,12%
CCCc1cc2c(cc1NC(=O)c1ccco1)OCO2,2%,-1%,4%
COc1ccc(/C=C2/N=C(SC)NC2=O)cc1OC,-7%,-6%,-10%
Cc1ccc(/C=C/C(=O)NCc2cccs2)cc1,8%,-3%,-6%
CCOc1ccc(S(=O)(=O)N2CCOCC2)cc1NS(=O)(=O)c1ccc(OC)c([N+](=O)[O-])c1,-1%,-7%,7%
Cc1ccc(-n2cc(-c3ccccc3)c3c(N4CCC(C)CC4)ncnc32)cc1Cl,/,2%,1%
N#CC1=C(N)Oc2n[nH]c(-c3cccnc3)c2C1c1ccc([N+](=O)[O-])o1 (stereo not drawn),11%,-2%,-21%
COc1ccccc1CCNC(=O)c1cnccn1,0%,-20%,-8%
COc1cccc(OC)c1C(=O)OCC(=O)N1CCC(Cc2ccccc2)CC1,/,0%,6%
O=C(C1CCC(=O)N(C2CCCCCC2)C1)N1CCN(c2ccccc2Cl)CC1 (stereo not drawn),2%,-9%,18%
O=C(COC(=O)C1CC1)NC(=O)NCc1ccccc1,11%,-15%,0%
CCCCc1nn2c(=O)cc(COC(=O)c3cccc(NC(=O)c4cccs4)c3)nc2s1,/,-13%,-7%
Cc1cccc(CN2CCN(Cc3cccc(-n4cccn4)c3)CC2CCO)n1 (stereo not drawn),-9%,40%[activator],0%
Cc1ccc(C(=O)OCc2nnc(-c3ccccc3)o2)s1,11%,-2%,-3%
CC1CCC(C(=O)NC(C(=O)OCC(=O)c2ccccc2)C(C)C)CC1 (stereo not drawn),/,-3%,-35%

# Five entries from above, tab-delimited.
SMILES	N370S GC mod	GCN5L2 inh	FEN1 inh
O=C(COC(=O)C1CC1)NC(=O)NCc1ccccc1	11%	-15%	0%
CCCCc1nn2c(=O)cc(COC(=O)c3cccc(NC(=O)c4cccs4)c3)nc2s1	/	-13%	-7%
Cc1cccc(CN2CCN(Cc3cccc(-n4cccn4)c3)CC2CCO)n1 (stereo not drawn)	-9%	40%[activator]	0%
Cc1ccc(C(=O)OCc2nnc(-c3ccccc3)o2)s1	11%	-2%	-3%
CC1CCC(C(=O)NC(C(=O)OCC(=O)c2ccccc2)C(C)C)CC1 (stereo not drawn)	/	-3%	-35%

# Next part:
SMILES,N370S GC mod,GCN5L2 inh,FEN1 inh
CC(C)C(NS(=O)(=O)c1ccccc1)C(=O)OCc1cc([N+](=O)[O-])cc2c1OCOC2 (stereo not drawn),17%,6%,-17%
O=C(O)c1ccc(CSc2nc3ccccc3o2)cc1,7%,-25%,5%
CCOC(=O)c1cc(C)sc1/N=C/C1=C(O)CCCC1=O,3%,1%,-4%
C=CCNC(=O)CN1CCC(n2nnc3cc(C(F)(F)F)ccc32)CC1,-18%,-4%,2%
CCC(=O)Nc1nnc(-c2ccncc2)s1,5%,-7%,5%

# 4 compounds from above, arranged by molecular weight, smallest number first.
SMILES,N370S GC mod,GCN5L2 inh,FEN1 inh
CCC(=O)Nc1nnc(-c2ccncc2)s1,5%,-7%,5%
Cc1ccc(C(=O)OCc2nnc(-c3ccccc3)o2)s1,11%,-2%,-3%
C=CCNC(=O)CN1CCC(n2nnc3cc(C(F)(F)F)ccc32)CC1,-18%,-4%,2%
CC(C)C(NS(=O)(=O)c1ccccc1)C(=O)OCc1cc([N+](=O)[O-])cc2c1OCOC2 (stereo not drawn),17%,6%,-17%
